# Screens: PubChem BioAssay, Sanford-Burnham Center for Chemical Genomics
# mouse EphA4 binding = inhibitors of EphA4 binding to KYL peptide, primary screen, biochemical, colorimetric, mouse EphA4 (AID 689). EphA4-AP binding to KYL peptide, pNPP A405; higher % means a stronger effect. one-dose inhibition, % at 10 µM; IC50 in µM for titrated hits. hit rate 0.1% among 62,000; in the data active means a potency from the dose series; inactive means the rest, 99 in 100 with inhibition below about 22%
# Active calls of the source: *; & = joins results of further samples.
SMILES,mouse EphA4 binding
Cn1c(C(=O)N2CCCC(C(=O)O)C2)cc2sccc21 (stereo not drawn),8%
O=C(Nc1cc(C(F)(F)F)ccc1-n1cncn1)c1ccc(-c2ccccc2)cc1,24%
CCCC(=O)Nc1cc(C)c(NC(=O)c2ccncc2)cn1,-12%
CC(C)Cc1cc(C(=O)Nc2cccnc2)no1,-7%
CN(Cc1ccccc1)Cc1ccccc1F,0%
O=C(Nc1ccc(NC(=O)C2CCCCC2)nc1)c1ccco1,-12%
CCN(CC)CCNC(=O)CS(=O)Cc1nc(-c2ccc(C)cc2)oc1C (stereo not drawn),8%
CCCCP(=O)(CCCC)CCP(=O)(c1ccccc1)c1ccccc1,-3%
Cc1ccc(-n2c(-c3ccncc3)nnc2-c2ccco2)cc1,2%
CC(=O)Nc1cccc(NC(=O)CCn2cnc3cc(C)c(C)cc32)c1,-6%
COC(=O)C1=C(O)/C(=C\c2cccc(Br)c2)N=C1C,-3%
O=C1C2C3C=CC(C3)C2C(=O)N1c1cccc2cccnc12 (stereo not drawn),1%
O=c1/c(=C\c2ccc(OCc3cccc4ccccc34)cc2)sc2nc3ccccc3n12,-4%
O=C(N1CCOCC1)N1CCN(c2ccc(F)cc2)CC1,2%
O=C(NN1C(=O)C2CCCCC2C1=O)c1ccccc1Cl (stereo not drawn),-3%
Cc1cccc(C)c1NC(=O)CSCC(=O)Nc1ccccc1,-3%
CCN(CC)C(=O)c1cc2c(=O)n3ccccc3nc2s1,-2%
CC1(C(=O)NC2CCCCCCC2)CC1(Cl)Cl (stereo not drawn),-10%
Cn1nnnc1SCC(=O)Nc1ccccc1Cl,-26%
Cn1cc(/C=N/n2cnc3scc(-c4ccc(Cl)cc4)c3c2=O)c2ccccc21,4%
Nc1cc(N)nc(SCC(=O)Nc2ccc(Br)cc2Cl)n1,-7%
CCOc1ccc(N(CC)S(=O)(=O)c2ccc3c(c2)n(C)c(=O)c(=O)n3C)cc1,4%
C/C(=C1/SC(N2CCOCC2)=NC1=O)c1ccc(Cl)cc1,-6%
COC(=O)c1c(NC(=O)CC2SCC(C(=O)OC)NC2=O)sc2c1CCCC2 (stereo not drawn),0%
CCOc1cccc(-c2nnc3sc(C4CCCCC4)nn23)c1,2%

# Arranged by number of heavy atoms (largest number first): 13 of the compounds above
SMILES,mouse EphA4 binding
O=c1/c(=C\c2ccc(OCc3cccc4ccccc34)cc2)sc2nc3ccccc3n12,-4%
O=C(Nc1cc(C(F)(F)F)ccc1-n1cncn1)c1ccc(-c2ccccc2)cc1,24%
CCOc1ccc(N(CC)S(=O)(=O)c2ccc3c(c2)n(C)c(=O)c(=O)n3C)cc1,4%
COC(=O)c1c(NC(=O)CC2SCC(C(=O)OC)NC2=O)sc2c1CCCC2 (stereo not drawn),0%
CCN(CC)CCNC(=O)CS(=O)Cc1nc(-c2ccc(C)cc2)oc1C (stereo not drawn),8%
CC(=O)Nc1cccc(NC(=O)CCn2cnc3cc(C)c(C)cc32)c1,-6%
O=C(Nc1ccc(NC(=O)C2CCCCC2)nc1)c1ccco1,-12%
CCCC(=O)Nc1cc(C)c(NC(=O)c2ccncc2)cn1,-12%
C/C(=C1/SC(N2CCOCC2)=NC1=O)c1ccc(Cl)cc1,-6%
Cn1c(C(=O)N2CCCC(C(=O)O)C2)cc2sccc21 (stereo not drawn),8%
COC(=O)C1=C(O)/C(=C\c2cccc(Br)c2)N=C1C,-3%
Cn1nnnc1SCC(=O)Nc1ccccc1Cl,-26%
CC1(C(=O)NC2CCCCCCC2)CC1(Cl)Cl (stereo not drawn),-10%

# (cont.)
SMILES,mouse EphA4 binding
Cn1c(N)c(C(=O)COC(=O)C2CCCCC2)c(=O)n(C)c1=O,-4%
COc1ccc(Cn2c(C)c(C)c(C#N)c2NC(=O)Nc2ccc(F)cc2)cc1,-9%
COC(=O)c1ccc(COc2ccc3c(-c4ccccc4)cc(=O)oc3c2)cc1,6%
O=C(CSc1nc2c(c(=O)n1-c1ccc(Br)cc1)SCC2)Nc1nccs1,-11%
COc1ccc(-c2nc(NC(=O)c3ccccc3F)sc2-c2ccc([N+](=O)[O-])cc2)cc1,4%
CCOC(=O)c1ccc(Nc2ncnc3nc[nH]c23)cc1,-4%
O=[N+]([O-])c1cc(/C=N/O)ccc1SCc1ccccc1Cl,-13%
Cc1ccc(NC(=S)NNC(=O)CCn2cc(C)cn2)cc1,3%
O=C(O)c1cc(-c2ccccn2)n[nH]1,-13%
CCOC(=O)c1[nH]c2ccc(Br)cc2c1NC(=O)CCN1CCCCC1,-3%
Cc1ccc(C(=O)Nc2ccc3nccnc3c2)cc1,-11%
C=CCNC(=O)c1onc(CSc2cc(C)ccc2C)c1C(=O)O,-6%
CC(C)CC(=O)NC(NC(=S)Nc1cccc2cccnc12)C(Cl)(Cl)Cl (stereo not drawn),-14%
COc1ccc(/C(O)=C2/C(=O)C(=O)N(CCN(C)C)C2c2ccc(C)cc2)cc1Cl (stereo not drawn),2%
O=C(Nc1ccc2c(c1)OCO2)C1CCN(S(=O)(=O)c2cccs2)CC1,-7%
OCCNCCCCOc1ccc(F)cc1,-11%
Cc1cc(C)nc(SCc2nc3nc(C)cc(C)n3c2Br)n1,-6%
CC(C)(C)NC(=O)C(Cc1ccccc1)NS(=O)(=O)c1ccc2c(c1)CCC(=O)N2 (stereo not drawn),-5%
N#CC1=C2SCN(Cc3ccco3)CN2C(=O)CC1c1c(F)cccc1Cl (stereo not drawn),4%
O=C(C(c1ccccc1)c1ccccc1)N1CCOCC1,-5%
CCOc1ccc(S(=O)(=O)Nc2ccc(S(=O)(=O)Nc3cc(OC)ccc3OC)cc2)cc1,-8%
COC(=O)c1ccccc1NC(=O)c1c(Cl)cccc1Cl,30%
COc1ccc(CNc2nc(NCc3ccc(OC)c(OC)c3)n(C(=O)c3cccs3)n2)cc1OC,0%
CCOc1ccc(N2CC(C(=O)NCc3cccc(C)c3)CC2=O)cc1 (stereo not drawn),-17%
Cc1ccc(S(=O)(=O)N(C)c2ccc(Br)cc2C(=O)c2ccccc2)cc1,9%

# The list continues:
SMILES,mouse EphA4 binding
Cc1ccccc1C1CC(=O)NC2=C1C(=O)CCC2 (stereo not drawn),-2%
O=c1c2ccccc2nnn1CSc1nnc(COc2ccc(Cl)cc2)n1Cc1ccco1,-8%
CCOC(=O)C1(C(=O)OCC)C(c2ccccc2)CC(O)N1C(C)=O (stereo not drawn),6%
COc1ccc(NC(=S)N(CCc2nc3cc(C)c(C)cc3[nH]2)Cc2cccnc2)cc1,-3%
CC(C)(C)c1ccc(C(=O)NC(Cc2ccccc2)C(=O)O)cc1 (stereo not drawn),-4%
O=C1C2C3CCCC3=C3CCCC3C2C(=O)N1c1cccc(Cl)c1 (stereo not drawn),6%
Fc1ccccc1N1CCN(C(c2cccs2)c2nnnn2CCc2ccccc2)CC1 (stereo not drawn),-1%
O=C(NC(=O)c1ccccc1)NC1(C(F)(F)F)OCCO1,8%
Cc1cc(NC(=O)CSc2nc3ccccc3c(=O)n2Cc2ccc(F)cc2)no1,-1%
N#CC(c1cccc(C(F)(F)F)c1)(c1ncc(C(F)(F)F)cc1Cl)N1CCOCC1 (stereo not drawn),0%
NC(=S)c1ccc(C(N)=S)o1,-14%
COC(=O)c1ccc(S(=O)(=O)c2ccc(C(=O)OC)s2)s1,-6%
O=C(O)CCn1c(C2CCCCC2)nc2ccccc21,-4%
O=c1oc2ccccc2n1CSC1=NCCS1,-4%
CN1CCN(C(=O)N2c3ccccc3C=Cc3ccccc32)CC1,-8%
O=S(=O)(O)c1nc2ccccc2n1Cc1ccccc1,4%
Cc1ccc(-c2ccnc(=S)[nH]2)cc1,-12%
C=CCOc1cccc(C2/C(=C(/O)c3ccc(C)cc3)C(=O)C(=O)N2CCN2CCOCC2)c1 (stereo not drawn),5%
O=C(CCC(=O)c1cccs1)Nc1ccccc1F,-17%
Cc1sc(NC(=O)/C=C/c2ccc(C(C)C)cc2)c(C#N)c1C,-5%
COCCOC(=O)c1c(C)oc2ccc(OS(C)(=O)=O)cc12,-9%
Cn1c(=NC(=O)C2CC2)sc2cccc(F)c21,3%
Cn1c(CNS(=O)(=O)c2ccc(Br)cc2)n[nH]c1=S,-8%
CCOC(=O)CC(=O)Nc1nnc(C(C)C)s1,-21%
Cc1ccccc1N1C(=O)C2ON(c3ccccc3)C(c3cccnc3)C2C1=O (stereo not drawn),1%

# Going on with the list.
SMILES,mouse EphA4 binding
CCC(c1nnc(SCC(=O)NCCc2ccc(Cl)cc2Cl)o1)N(C)C (stereo not drawn),-5%
COc1cc2[nH]c(=O)n(CCC(=O)N3CCN(c4cccc(C)c4C)CC3)c(=O)c2cc1OC,-17%
CC(C)C(=O)N1CCC(CN=Cc2c(O)n(C3CCCCC3)c(=O)n(C3CCCCC3)c2=O)CC1,3%
Nn1c(SCc2nc3ccccc3[nH]2)nnc1-c1cccnc1,-2%
CCN(CC)CCN1C(=O)C(=O)/C(=C(/O)c2c(C)[nH]c(C(=O)OC)c2C)C1c1ccco1 (stereo not drawn),-13%
COc1ccc(C(=O)Cc2ccc(OC)c(OC)c2)cc1,-7%
Cc1ccc(C(=O)Nc2c(C(=O)Nc3ccccc3)cnn2-c2ccccc2)cc1,12%
S=c1[nH]nc(CSc2nc3ccccc3s2)n1Cc1ccccc1,-20%
Cc1ccc(CNC(=O)Cn2cncn2)cc1,-7%
Brc1cc2c(cc1/C=N/Nc1nc3ccccc3s1)OCO2,-25%
CC1(C)CC(=O)c2cnc(N3CCN(c4ccccc4)CC3)nc2C1,-10%
CC(C)(C)S(=O)c1cccs1 (stereo not drawn),-12%
CCOc1ccc(N2C(=O)CSC23CCCCC3)cc1,3%
CC(C)(C)C(=O)CC(=O)Nc1ccc(Cl)c(N)c1,-1%
COc1ccccc1C(=O)N1CCN(c2cccc(C(F)(F)F)c2)CC1,9%
Cn1c(Cl)c(C(=O)Nc2ccccc2)c2ccccc21,-9%
COC(=O)[C@H](Cc1ccccc1)NC(=O)N1CC(C)OC(C)C1 (stereo partly drawn),-32%
CCN(CC)C(=O)Oc1ccc2c(=O)c(-c3ccc(OC)cc3)coc2c1,-17%
Cc1ccc2[nH]c(=O)c(CN(Cc3cccs3)Cc3nnnn3CC3CCCO3)cc2c1 (stereo not drawn),-6%
Cc1ccc(-n2ccc(=O)c(-c3ccnc(SCc4cccc(Cl)c4)n3)n2)cc1,-2%
CC(C)OCCCNC(=O)c1ccccc1Oc1ccccc1,2%
CCC(=O)NCCc1cc2cc(C)c(C)cc2[nH]c1=O,-8%
Cc1n[nH]c(=O)nc1NCc1ccccc1Cl,-13%
COc1ccc(N2CCN(Cc3cc(=O)oc4ccc(Cl)cc34)CC2)cc1,1%
COc1ccc(-c2n[nH]c(C(F)(F)F)c2-c2cc3ccccc3o2)c(O)c1,6%

# Following part.
SMILES,mouse EphA4 binding
Oc1ccccc1-c1nc(-c2ccccc2)c(-c2cccs2)[nH]1,22%
CCOC(=O)CNc1nc(OCC#N)nc(N2CCOCC2)n1,-4%
CCCc1cc(=O)[nH]c(SCC)n1,8%
CN1CCN(CCCNC(=O)c2ccc(CS(=O)(=O)c3ccc(Br)cc3)o2)CC1,0%
O=C(COC(=O)c1cccs1)NCC1CCCO1 (stereo not drawn),-6%
CCN(CC)S(=O)(=O)c1ccc(-c2nnc(SCC(=O)N3c4ccccc4CC3C)o2)cc1 (stereo not drawn),0%
C=CCn1c(-c2cccc(Cl)c2)n[nH]c1=S,-5%
COc1ccc(NC(=O)C2CCCN(S(=O)(=O)c3c(C)n[nH]c3C)C2)c(OC)c1 (stereo not drawn),8%
Cc1cc(C)n(-c2nnc(C)n2NS(=O)(=O)c2ccc(F)cc2)n1,-14%
Cc1ccc(NC(=O)CN(c2cccc([N+](=O)[O-])c2)S(=O)(=O)c2ccccc2)cc1Cl,-9%
Cc1ccc(S(=O)(=O)C2(C(=O)N3CCCC(C)C3)CC2)cc1 (stereo not drawn),-17%
COC(=O)c1ccc(NC(=O)CCn2cccc2)cc1,-10%
CC(C)(C)c1cc(C(F)(F)F)nc(NC(=O)NS(=O)(=O)c2ccccc2Cl)n1,-7%
Cc1cc(C)nc(/N=C2\NC(=O)CC(C(=O)O)N2CCc2c[nH]c3ccccc23)n1 (stereo not drawn),-16%
COCCc1nnc(NC(=O)Cc2ccccc2)s1,-12%
Cc1cn(COC/C=C/c2ccccc2)c(=O)[nH]c1=O,0%
COC(=O)[C@H](CCSC)NC(=O)NCc1ccccc1F,0%
COc1ccc(C2C(C(=O)OC(C)C)=C(C)N=c3s/c(=C\c4cccs4)c(=O)n32)cc1 (stereo not drawn),11%&40%
COc1ccc(-c2noc(CSc3nc(-c4ccccc4)cc(=O)[nH]3)n2)cc1,4%
Cc1nc2ccccc2n1/N=C/c1cccnc1,1%
Cc1cccc(C)c1-n1c(C)cc(/C=N/NC(=O)c2ccncc2)c1C,-6%
CCOC(=O)C1=C(C)Nc2nnnn2C1c1c[nH]c2ccccc12 (stereo not drawn),7%
N#CCSc1n[nH]c2nc3c(c(=O)n12)C1(CCCC1)Cc1ccccc1-3,1%
CN1CCCN(C(=O)c2ccc(Cl)c(S(=O)(=O)N(C)c3ccccc3)c2)CC1,-10%
CCCSC1=C(C#N)C(c2cccnc2)C(C(=O)OCC)=C(c2ccccc2)N1 (stereo not drawn),0%

# (further entries)
SMILES,mouse EphA4 binding
O=C(CN1C(=O)/C(=C/c2ccccc2)SC1=S)Nc1cc([N+](=O)[O-])ccc1O,-3%
O=C(CSc1cccc2cccnc12)OCC(=O)c1ccc(Br)cc1,-27%
COC(=O)c1cc2ccsc2n1CC(=O)Nc1ccc(N(C)C)cc1,1%
Cc1ccc(-n2ncc3c(=O)[nH]cnc32)c(C)c1,-10%
O=C(N/N=C/C=C/c1ccccc1)c1cccc(Br)c1,-20%
c1ccc(-c2nn3c(-c4ccco4)nnc3s2)nc1,-5%
CCN1C(=O)/C(=C\N2CCN(C)CC2)SC1=S,7%
COC(=O)CN(C(=O)CSc1nnc(-c2cccc(OC)c2)o1)c1ccc(OC)cc1,-14%

# An excerpt; count on the stated rates, not on these rows.
